DRD3 antagonist: qHTS of D3 Dopamine Receptor Antagonist: qHTS | D(3) dopamine receptor (Homo sapiens), P35462 | D3R cells, DiscoveRx beta-arrestin luminescence, antagonist mode; hits give low values | max response, negative = inhibition, % | 2.5% of 360,000 active; in the data active means max response below about -50%; inconclusive means no clear call, values can overlap the other calls; further: on the % scale 0 is the no-effect control and ±100 the full control effect; mostly tested at two doses, the higher about 12 µM
Target sequence (P35462 whole entry, looked up): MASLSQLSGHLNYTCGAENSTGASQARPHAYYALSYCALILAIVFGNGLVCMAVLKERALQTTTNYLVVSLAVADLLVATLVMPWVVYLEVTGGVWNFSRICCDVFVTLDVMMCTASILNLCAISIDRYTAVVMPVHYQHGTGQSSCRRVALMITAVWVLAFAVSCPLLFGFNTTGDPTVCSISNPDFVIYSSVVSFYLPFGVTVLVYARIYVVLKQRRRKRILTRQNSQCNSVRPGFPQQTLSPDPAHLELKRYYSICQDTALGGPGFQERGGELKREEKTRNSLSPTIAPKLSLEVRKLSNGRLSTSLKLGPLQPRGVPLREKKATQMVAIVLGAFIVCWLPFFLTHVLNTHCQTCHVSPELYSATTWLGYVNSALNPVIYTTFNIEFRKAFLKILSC
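Cells expressing the human receptor were seeded at 1500 cells/well, incubated overnight at 37 degrees C in 5% CO2, then exposed to library compounds with dopamine controls for 90 minutes at 37 degrees C before luminescent detection.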
EPAC2 antagonist: qHTS for Antagonist of cAMP-regulated guanine nucleotide exchange factor 2 (EPAC2): primary screen; Rap guanine nucleotide exchange factor 4 (Homo sapiens), Q8WZA2; EPAC2 GEF exchange of Rap1B-BODIPY-GDP, fluorescence; Potency, µM (top dose mostly 114 µM), for the others: top-dose activity, negative = inhibition, actives largely listed as inhibitors; 0.18% of 360,000 active; AID 720708, 2013; further: potency means the concentration at half of the fitted maximal effect; on the % scale 0 is the no-effect control and ±100 the full control effect; nearly all actives have a fitted effect of over 45% in size; many of its hits are not listed in these tables
DRD3 agonist: qHTS of D3 Dopamine Receptor Agonist: qHTS | 0.58% of 410,000 active | max activation, % | D3R DiscoveRx beta-arrestin cells, luminescence, 90 min; in the data active means max activation above about 30%; further: 0% is about no effect; mostly tested at two doses, the higher about 12 µM
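Agonist mode: compounds and dopamine controls were applied to plated cells for 90 min at 37 degrees C after an overnight attachment at 1500 cells/well. Luminescent read-out followed 30 - 60 minutes at room temperature with DiscoveRx detection reagent.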
TDP43 rescue: qHTS of TDP-43 Inhibitors. TDP-43 expressing yeast growth rescue, BacTiter-Glo, 24 h. Potency, µM (top dose mostly 46.1 µM), inactives show top-dose growth rescue (activation), hits mostly activators. 1.8% of 410,000 active. AID 652104, 2013; further: potency means the concentration at half of the fitted maximal effect; % of control where 0% means no effect; nearly all actives have a fitted effect of over 50% in size
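Yeast expressing TDP-43 (pregrown in raffinose, seeded at OD600=0.02 in galactose medium) exposed to compounds 24 hr at 30 deg C. Growth read by BacTiter-Glo luminescence; rescue of toxicity appears as increased signal.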
EPAC2 ag: qHTS for Agonist of cAMP-regulated guanine nucleotide exchange factor 4 (EPAC2): primary screen. Potency, µM (titrated, usually from 154 µM), without a hit: top-dose activation, actives largely listed as activators. AID 720711, 2013. 0.079% of 360,000 active. EPAC2 activation, biochemical qHTS; response scale: 100% = 6.5 mM cAMP response. Rap guanine nucleotide exchange factor 4 (Homo sapiens), Q8WZA2; further: potency means the concentration at half of the fitted maximal effect; nearly all actives have a fitted effect of over 50% in size
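Each well held 100 nM EPAC2, 250 nM RAP1B-BODIPY-GDP and 50 uM GDP. Fluorescence, read at 5-min intervals to 30 min, was referenced to a 6.5 mM cAMP positive control.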
FUS suppressor: qHTS for Suppressors of FUS Proteinopathy: Primary screen using FUS-linked yeast assay; S. cerevisiae FUS-expressing, growth rescue, OD600, 24 h; Potency, µM (series often up to 76.6 µM), for inactives: top-dose growth rescue (activation), hits mostly activators; 0.24% of 390,000 active;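 further: potency means the concentration at half of the fitted maximal effect; plate controls were DMSO vehicle for no effect and reference control for full effect; nearly all actives have a fitted effect of over 55% in size; some results filed as inactive show a strong effect at the top dose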
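FUS-expressing yeast, raffinose-pregrown, induced in 2% galactose minimal medium at OD 0.005; compounds in a dilution series, 24hr at 30C. Growth restoration read as absorbance at 600 nm. CP55940 positive control, DMSO negative.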
aSyn yeast inh: qHTS of alpha-syn Inhibitors. AID 652106, 2013. 0.14% of 370,000 active. Yeast expressing alpha-synuclein, growth rescue, BacTiter-Glo, 24 h. Potency, µM (titrated, usually from 46.1 µM), without a hit: at the highest dose growth rescue (activation), most hits filed as activators; further: potency means the concentration at half of the fitted maximal effect; % of control where 0% means no effect; nearly all actives have a fitted effect of over 65% in size
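Screening used galactose-induced yeast with toxic alpha-synuclein levels, exposed to compound for 24 hr at 30 deg C. Cell growth, read with BacTiter-Glo luminescence, gave the measured signal.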
Abeta yeast res: qHTS for compounds that reverse cellular toxicity of Amyloid beta (A-beta) peptide in yeast: Primary Screen. yeast expressing A-beta42, growth rescue, OD600, 48 h; response scale: 0% DMSO, 100% iron-clioquinol control. Potency, µM (titrated, usually from 46.1 µM), without a hit: top-dose growth rescue, hits mostly activators. 0.063% of 410,000 active. AID 1347071, 2019; further: potency means the concentration at half of the fitted maximal effect; nearly all actives have a fitted effect of over 55% in size
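Growth rescue measured by 600 nm absorbance after 48 h yeast culture at 30 C with compound. Values normalized between DMSO and an equimolar ferric chloride plus clioquinol control.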
* = called active by the depositor; [ ] = dose if it differs, or a comment. Unless noted, the call rests on the fitted dose curve; in most records, active means well fitted curve in the direction sought with a large enough effect; inconclusive means small, poorly fitted or top-dose-only effect, or another doubt; inactive means no such curve, though single readings can be large; an effect the other way counts as inactive or inconclusive. Not all compounds are listed (hit frequency here may not be typical).

`O=C(NCCCN1CCCCC1)C1CCCN(c2ncnc3c2nc2n3CCCCC2)C1` (stereo unspecified) gave DRD3 antagonist 0, EPAC2 antagonist -1%, DRD3 agonist 3, TDP43 rescue -5%, EPAC2 ag 6%, FUS suppressor 14%, aSyn yeast inh -4% and Abeta yeast res 2%.
Screening CC(=O)c1cccc(NC(=S)NCCC2=CCCCC2)c1 returned DRD3 antagonist -21, EPAC2 antagonist -1%, DRD3 agonist -8, TDP43 rescue 28%, EPAC2 ag 2%, FUS suppressor -1%, aSyn yeast inh -2% and Abeta yeast res inconclusive.
`COCCNC(=O)Cn1nc(-c2ccccc2C)ccc1=O` gave DRD3 antagonist -7, EPAC2 antagonist 1%, DRD3 agonist 1, TDP43 rescue -16%, EPAC2 ag 24%, FUS suppressor -10%, aSyn yeast inh -6% and Abeta yeast res -6%.
For Cc1cc(Cl)c(OCCCn2ccnc2)c(Br)c1 the results were DRD3 antagonist 5, EPAC2 antagonist -1%, DRD3 agonist 24, TDP43 rescue 8%, EPAC2 ag 6%, FUS suppressor 9%, aSyn yeast inh -1% and Abeta yeast res 16%.
COC(=O)[C@@H]1C[C@H]2CC[C@H](O)C[C@H]2N1Cc1ccc(C(C)(C)C)cc1 was read as DRD3 antagonist 0, EPAC2 antagonist -23%, DRD3 agonist -2, TDP43 rescue -11%, EPAC2 ag 3%, FUS suppressor -17%, aSyn yeast inh 2% and Abeta yeast res -3%.
`CCOC(=O)c1c(C)[nH]c(C)c1S(=O)(=O)Nc1ccc(CN2CCCCC2)cc1` gave DRD3 antagonist inconclusive, EPAC2 antagonist 6%, DRD3 agonist -20, TDP43 rescue 2%, EPAC2 ag 0%, FUS suppressor 16%, aSyn yeast inh 1% and Abeta yeast res -5%.
For Cc1cc(NC(=O)CSc2nnc(C(C)N(C)C)n2-c2ccc(F)cc2)no1 (stereo unspecified) the results were DRD3 antagonist -8, EPAC2 antagonist -2%, DRD3 agonist -9, TDP43 rescue -30%[inhibitor], EPAC2 ag 9%, FUS suppressor 10%, aSyn yeast inh -4% and Abeta yeast res 0%.
Cc1cccn2cc(CNc3ccccc3)nc12 was read as DRD3 antagonist -12, EPAC2 antagonist 9%, DRD3 agonist -21, TDP43 rescue -7%, EPAC2 ag -1%, FUS suppressor 27%, aSyn yeast inh 1% and Abeta yeast res -12%.
Screening COc1cc(C(C(=O)NC2CCCC2)N(Cc2ccco2)C(=O)c2snc(C(N)=O)c2N)cc(OC)c1OC (stereo unspecified) returned DRD3 antagonist 1, EPAC2 antagonist 2%, DRD3 agonist -8, TDP43 rescue -10%, EPAC2 ag 2%, FUS suppressor 17%, aSyn yeast inh 0% and Abeta yeast res -16%.
`Cc1ccc(S(=O)(=O)Cn2nnnc2C(c2ccccn2)N2CCN(c3ccccc3)CC2)cc1` (stereo unspecified) gave DRD3 antagonist -3, EPAC2 antagonist -8%, DRD3 agonist -8, TDP43 rescue -9%, EPAC2 ag 18%, FUS suppressor 10%, aSyn yeast inh 2% and Abeta yeast res 23%.
Screening CCOC(=O)Cn1cnc2sc3c(c2c1=O)CCC3 returned DRD3 antagonist -4, EPAC2 antagonist 3%, DRD3 agonist -2, TDP43 rescue 3%, EPAC2 ag -2%, FUS suppressor 23%, aSyn yeast inh -7% and Abeta yeast res 0%.
COc1ccccc1-c1cc(C(=O)O)c2c(=O)n(C)c(=O)n(Cc3ccccc3)c2n1 was read as DRD3 antagonist -18, EPAC2 antagonist 1%, DRD3 agonist 0, TDP43 rescue 11%, EPAC2 ag 11%, FUS suppressor 9%, aSyn yeast inh -3% and Abeta yeast res -12%.
O=[N+]([O-])c1ccccc1Nc1nc(-c2cccnc2)cs1 was read as DRD3 antagonist -6, EPAC2 antagonist -9%, DRD3 agonist 0, TDP43 rescue -9%, EPAC2 ag 2%, FUS suppressor -5%, aSyn yeast inh 1% and Abeta yeast res -29%.
`CNS(=O)(=O)c1ccc(CCC(=O)N2CCOCC2)cc1` gave DRD3 antagonist 8, EPAC2 antagonist -11%, DRD3 agonist 0, TDP43 rescue 19%, EPAC2 ag -2%, FUS suppressor -7%, aSyn yeast inh -12% and Abeta yeast res 5%.
For CC(C)[C@H](NC(=O)[C@@H]1Cc2ccccc2CN1)C(=O)NC1CCCCC1 the results were DRD3 antagonist 7, EPAC2 antagonist 8%, DRD3 agonist -8, TDP43 rescue -7%, EPAC2 ag 9%, FUS suppressor 3%, aSyn yeast inh -3% and Abeta yeast res 0%.
For O=C(O)CSc1nnc(CNc2ccc(Cl)cc2)n1Cc1ccccc1 the results were DRD3 antagonist -3, EPAC2 antagonist 2%, DRD3 agonist 0, TDP43 rescue 9%, EPAC2 ag -7%, FUS suppressor 18%, aSyn yeast inh -2% and Abeta yeast res 3%.
`Cc1cc(C)c(S(=O)(=O)Nc2ccc(C(N)=O)cc2)c(C)c1` gave DRD3 antagonist -2, EPAC2 antagonist 1%, DRD3 agonist -3, TDP43 rescue -20%, EPAC2 ag -4%, FUS suppressor 10%, aSyn yeast inh 0% and Abeta yeast res 7%.
For CCC1CCCCN1C(=O)c1ccc(OC2CCN(C(=O)C3CC3)CC2)cc1 (stereo unspecified) the results were DRD3 antagonist 0, EPAC2 antagonist -4%, DRD3 agonist 0, TDP43 rescue 15%, EPAC2 ag 14%, FUS suppressor 20%, aSyn yeast inh -1% and Abeta yeast res -2%.
CCOCCc1nnc(NC(=O)Cc2c(F)cccc2Cl)s1 was read as DRD3 antagonist -7, EPAC2 antagonist 3%, DRD3 agonist 35*, TDP43 rescue -15%, EPAC2 ag -1%, FUS suppressor 7%, aSyn yeast inh 0% and Abeta yeast res 4%.
CCN(CC)C(=O)CN(c1cccc(OC)c1)S(=O)(=O)c1ccc(C)cc1 was read as DRD3 antagonist -19, EPAC2 antagonist -6%, DRD3 agonist 2, TDP43 rescue 4%, EPAC2 ag 1%, FUS suppressor 5%, aSyn yeast inh -10% and Abeta yeast res -3%.
O=C(Nc1cccc(S(=O)(=O)N2CCCC2)c1)[C@H]1C[C@H](O)[C@@H](CO)O1 was read as DRD3 antagonist -4, EPAC2 antagonist 8%, DRD3 agonist -1, TDP43 rescue 13%, EPAC2 ag 3%, FUS suppressor -17%, aSyn yeast inh -2% and Abeta yeast res -8%.
CCn1c(=O)c(NC(=O)c2ccccc2)c2n(c1=S)CCCCC2 was read as DRD3 antagonist 0, EPAC2 antagonist 1%, DRD3 agonist -7, TDP43 rescue 26%, EPAC2 ag 3%, FUS suppressor 1%, aSyn yeast inh -2% and Abeta yeast res -4%.
`COc1ccc(-n2c(SCC(=O)Nc3ccc(C(N)=O)cc3)nc3c([nH]c4ccccc43)c2=O)cc1OC` gave DRD3 antagonist 1, EPAC2 antagonist 0%, DRD3 agonist 0, TDP43 rescue 5%, EPAC2 ag 8%, FUS suppressor inconclusive, aSyn yeast inh 1% and Abeta yeast res 11%.
Screening CCC(C)NC(=O)CSc1nc(-c2cccs2)cc(C(F)(F)F)n1 (stereo unspecified) returned DRD3 antagonist 15, EPAC2 antagonist 1%, DRD3 agonist -1, TDP43 rescue 4%, EPAC2 ag 4%, FUS suppressor 8%, aSyn yeast inh -9% and Abeta yeast res -6%.
Screening Cc1ccc(/C(O)=C2/C(=O)C(=O)N(Cc3ccco3)C2c2cccs2)cc1 (stereo unspecified) returned DRD3 antagonist -23, EPAC2 antagonist 25%, DRD3 agonist -1, TDP43 rescue -17%, EPAC2 ag 2%, FUS suppressor 10%, aSyn yeast inh 4% and Abeta yeast res -3%.
CCOC(=O)C1=C(C)NC(=O)C(C(N)=O)C12CCCC2 (stereo unspecified) was read as DRD3 antagonist 6, EPAC2 antagonist -13%[57.1 µM], DRD3 agonist -4, TDP43 rescue -5%, EPAC2 ag -3%, FUS suppressor -12%, aSyn yeast inh 4% and Abeta yeast res -7%.
COc1cccc(NC(=O)CCCCCn2nnc3ccccc3c2=O)c1 was read as DRD3 antagonist -3, EPAC2 antagonist -4%, DRD3 agonist -4, TDP43 rescue 15%, EPAC2 ag -9%, FUS suppressor 15%, aSyn yeast inh 8% and Abeta yeast res 8%.
C=C(C)c1cccc(C(C)(C)NC(=O)N2CCOCC2)c1 was read as DRD3 antagonist 16, EPAC2 antagonist 9%, DRD3 agonist 4, TDP43 rescue 1%, EPAC2 ag 3%, FUS suppressor -1%, aSyn yeast inh -2% and Abeta yeast res -9%.
CCN(CC(=O)NCc1ccc(F)cc1)S(=O)(=O)c1ccc(C)cc1 was read as DRD3 antagonist 5, EPAC2 antagonist -5%, DRD3 agonist -4, TDP43 rescue 7%, EPAC2 ag 1%, FUS suppressor 7%, aSyn yeast inh 6% and Abeta yeast res 4%.
Screening CCNC(=S)Nc1cc(OCC)c(NC(=O)c2cccs2)cc1OCC returned DRD3 antagonist 5, EPAC2 antagonist 5%, DRD3 agonist -7, TDP43 rescue 7%, EPAC2 ag -6%, FUS suppressor -8%, aSyn yeast inh -11% and Abeta yeast res -1%.
Screening COc1ccccc1CNC(=O)c1ccc(C)c(-n2cnc3cccnc32)c1 returned DRD3 agonist 3, TDP43 rescue 13%, FUS suppressor 13% and Abeta yeast res -3%.
O=C1N(Cc2ccccc2)CCCC12CCCN(Cc1ccccc1)C2=O was read as DRD3 antagonist 9, EPAC2 antagonist 9%, DRD3 agonist 2, TDP43 rescue 11%, EPAC2 ag 3%, FUS suppressor 5%, aSyn yeast inh 1% and Abeta yeast res 18%.
`O=C(NNc1c2ccccc2nc2ccccc12)c1ccc(Cl)cc1` gave DRD3 antagonist -27, EPAC2 antagonist -8%, DRD3 agonist -12, TDP43 rescue -6%, EPAC2 ag -3%, FUS suppressor -4%, aSyn yeast inh 0% and Abeta yeast res -3%.
`Cc1ccc(C(=O)N2c3ccc(C)cc3C(C)(c3ccccc3)CC2(C)C)cc1` (stereo unspecified) gave DRD3 agonist 2, TDP43 rescue 4%, FUS suppressor -4% and Abeta yeast res -31%.

Source: PubChem BioAssay (National Center for Advancing Translational Sciences (NCATS))
